Screens (PubChem BioAssay)
FBPA Giardia inh: qHTS Assay for Inhibitors of Fructose-1,6-bisphosphate Aldolase from Giardia Lamblia. A8B2U2. purified Giardia FBPA. Potency, µM (titrated, usually from 59.6 µM), without a hit: at the highest dose activity, negative = inhibition, usual class: inhibitors. 290,000 tested, 0.71% active. AID 2451, 2010; active = well fitted inhibition curve with a large enough effect; inconclusive = small, poorly fitted or top-dose-only effect, or effect the other way; also: nearly all actives have a fitted effect of over 55% in size
Target sequence (A8B2U2 whole entry, looked up): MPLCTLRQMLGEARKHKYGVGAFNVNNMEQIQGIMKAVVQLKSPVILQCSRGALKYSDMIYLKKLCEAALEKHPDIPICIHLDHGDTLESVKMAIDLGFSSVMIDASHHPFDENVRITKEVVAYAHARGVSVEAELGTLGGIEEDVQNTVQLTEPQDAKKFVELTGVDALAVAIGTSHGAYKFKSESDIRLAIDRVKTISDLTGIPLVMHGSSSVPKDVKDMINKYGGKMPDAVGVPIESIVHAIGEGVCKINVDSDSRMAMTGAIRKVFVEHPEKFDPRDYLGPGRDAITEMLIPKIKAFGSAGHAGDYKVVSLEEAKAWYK
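40 nM FBPA preincubated 10 min at RT with compound (up to 57.5 uM final), then substrate plus GAPDH/TPI/NAD/arsenate coupling and diaphorase/resazurin added. Fluorescence read after 20 min at RT, 525/598 nm.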
Numbers without * were called inactive; ? = inconclusive; & = joins results of further samples; [ ] = another dose, or the depositor's remark. % is scaled to controls: 0 for no effect and ±100 for the full control effect; potency is read from the fitted curve at half-maximal effect.

SMILES	FBPA Giardia inh
CC(C)OC(=O)c1cc2c(OC[C@@H](O)CNC(C)(C)C)cccc2[nH]1	0%
CCNc1ncc2nc(-c3cc(F)cc(F)c3)c(=O)n(CCOC)c2n1	0%
CNc1ncncc1-c1c(C)noc1C	5%
CC(=O)NC(CC(=O)O)C(=O)NC(CCC(=O)O)C(=O)O (stereo unspecified)	-7%
CN1[C@@H]2CC[C@H]1CC(OC(=O)N1Cc3ccccc3NC1=O)C2 (stereo partly specified)	-1%
COC(=O)CCC(=O)OC1(C)C(=O)C=C2C=C(C3CC3)N(c3ccc(OC)cc3)C=C2C1=O (stereo unspecified)	?
Cc1nc2cnc(N(C)C)nc2n(Cc2ccc(F)cc2)c1=O	-1%
COCCN1C(=O)N[C@@H](c2ccco2)C(C(=O)OC)=C1C	-1%[12.9 µM]
CO[C@@H]1COC(=O)CC=C[C@@H](C)[C@@H]2C=C[C@H](O)[C@@H](COC(=O)[C@H](C)NC(=O)CC=C[C@H]1C)O2	0%[12.9 µM]
O=C(c1ccncc1)N1CCC2(CCN(Cc3ccncc3)CC2)CC1	3%
COc1cccc(Cn2c(=O)c(C)nc3cnc(N4CCN(C)CC4)nc32)c1	-5%
CC[C@@H]1CN2CC[C@@H]1C[C@H]2[C@H](O)c1ccnc2ccc(OC)cc12	1%
COCCn1c(=O)c(C)nc2cnc(Oc3cccc(Cl)c3)nc21	2%
O=S(=O)(c1ccccc1)N1CCC2(CCN(c3ccccc3)CC2)CC1	-3%
CN(C)c1ncc2nc(-c3cc(F)cc(F)c3)c(=O)n(CCC#N)c2n1	6%
CCN1C(=O)[C@H]2[C@H]3[C@H](O)[C@H](O)C/C(=N/NC(=O)OCc4ccccc4)[C@@H]3CC[C@@H]2C1=O	1%[12.9 µM]
C=C1C(=O)O[C@@H]2C3OC3(C)CC/C=C(\C)CC[C@@H]12 (stereo partly specified)	3%
O=C(c1ccncc1)N1CCC[C@@]2(CCN(c3ccccc3)C2)C1	-16%
COC(=O)[C@@]1(Cc2ccc(OC)cc2)[C@H]2c3cc(C(=O)N(C)C)n(Cc4ccc(O)c(OC)c4)c3C[C@H]2CN1C(=O)c1ccccc1	-8%
CCCCC#Cc1nc(N)c2ncn([C@@H]3O[C@H](C(=O)NCC)[C@@H](O)[C@H]3O)c2n1	2%
COC(=O)C(N)CCCN=C(N)N[N+](=O)[O-] (stereo unspecified)	-2%
Cn1cccc1C(=O)N1CCC2(CCCN(c3ccncc3)C2)CC1	-4%
C=CC1=C2C=C(C3CC3)N(Cc3ccccc3)C=C2C(=O)C(C)(OC(=O)c2ccco2)C1=O (stereo unspecified)	?
COCCn1c(=O)c(CCc2ccccc2)nc2cnc(Oc3ccccc3)nc21	-5%
Cc1cnc(CNc2ncnc3ccc(-c4c(C)noc4C)cc23)cn1	0%
OC[C@H]1O[C@@H](n2cnc3c(Nc4ccccc4)ncnc32)[C@H](O)[C@H]1O	-3%
CNCCC=C1c2ccccc2C=Cc2ccccc21	3%[21.7 µM]
NC(=O)c1ccc(OCC(O)CN2CC=C(c3ccc(F)cc3)CC2)cc1 (stereo unspecified)	-2%
O=C(c1ccco1)N1CCC2(CCN(Cc3ccncc3)CC2)CC1	2%
Cc1nc2cnc(N3CCN(C)CC3)nc2n(Cc2ccc(F)cc2)c1=O	5%
O=c1nc2ccccc2c2n1C[C@H](CN1CCN(c3ccccc3)CC1)N2	11%
CNc1ccnc(-c2cccc(NS(C)(=O)=O)c2)n1	1%
O=S(=O)(c1ccccc1)N1CCC2(CCCN(c3ccncc3)C2)CC1	7%
O=C(Nc1ccccc1)N1CC[C@@]2(CCCN(C(=O)Oc3ccccc3)C2)C1	3%
O=C(OC1Cc2c(O)cc(O)cc2OC1c1cc(O)c(O)c(O)c1)c1cc(O)c(O)c(O)c1 (stereo unspecified)	?
COc1ccccc1CNc1ncncc1-c1cccnc1	0%
CCCCN1C2CCC1CC(OC(c1ccc(F)cc1)c1ccc(F)cc1)C2 (stereo unspecified)	-3%
COc1ccc(-c2nc3cnc(OC)nc3n(-c3ccc(OC)cc3)c2=O)cc1	1%
O=C1CCC=C1[C@@H](O)CCc1ccccc1	1%[12.9 µM]
CCCCCC[C@H]1C(=O)O[C@H](C)[C@H](NC(=O)c2cccc(NC=O)c2O)C(=O)O[C@@H](C)[C@@H]1OC(=O)CC(C)C	16%
COc1ccc2c(c1)C(=O)[C@@H](OC(=O)Nc1cc(OC)c(OC)c(OC)c1)[C@H](c1ccc(OC)c(Br)c1)O2	-1%
O=c1c(-c2cccs2)nc2cnc(Oc3ccccc3)nc2n1Cc1cccs1	6%
c1ccc2c(NCCN3CCOCC3)nc(-c3ccc4c(c3)OCO4)nc2c1	-9%
CN(C)c1ncc2nc(-c3ccccc3)c(=O)n(Cc3ccc(F)cc3)c2n1	0%
CN(C)C(=O)c1ccc(-c2cc(NCc3ccccc3)ncn2)cc1	0%
COc1c2c(c(C(=O)/C=C/C(C)=C/c3ccccc3)c3c1OCO3)CCN(C)C2	0%
COc1cccc(-c2ccc3ncnc(N4CCOCC4)c3c2)c1	4%
O=c1c(-c2ccc(F)cc2)nc2cncnc2n1Cc1ccc(F)cc1	10%
Cc1cc2c(cc1Cl)N(C(=O)Nc1ccnc3ccccc13)CC2	1%
COC(=O)C/C=C/C(C)C(OCc1cccc(Br)c1)C(C)C(OC)C1CCCCC1 (stereo unspecified)	-1%[12.9 µM]
CC1CCC2C(=O)N3C(CCC(C)[C@@H]3c3ccc(-c4ccco4)cc3)C(=O)N2C1c1cccc(N2CCCC2=O)c1 (stereo partly specified)	-7%[12.9 µM]
COC(=O)CC1[C@@]2(C)C[C@]34OC5(C)OC6(C7CC(=O)OC(c8ccoc8)[C@]7(C)CCC6(O5)[C@]13C)C(OC(C)=O)[C@]4(OC(C)=O)C2OC(C)=O (stereo partly specified)	0%
O=C1[C@H]2[C@H]3[C@H](O)[C@H](O)C/C(=N/OCc4ccccc4)[C@H]3CC[C@@H]2C(=O)N1c1cccc(Oc2ccccc2)c1	-1%[12.9 µM]
COC(=O)[C@@]1(Cc2ccccc2)C=C[C@@H](C)N1C(=O)c1ccccc1	-10%
C=C1C(=O)OC2CC1C(OC(C)=O)CC(C)=CCCC(C)=CCC[C@@]2(C)O (stereo partly specified)	-1%
COC(=O)C1=C(C(=O)OC)[C@@H]2N(C)c3ccccc3[C@@]23C[C@@H](C(=O)OC)N(S(=O)(=O)c2ccc4c(c2)OCCN4C)C3=N1	-2%[12.9 µM]
Cn1c(=O)c(-c2cccs2)nc2cnc(Oc3ccccc3)nc21	-2%
CC(=O)NCCNc1ccnc(-c2ccccc2C(F)(F)F)n1	-10%
CCN1C(=O)N[C@@H](c2ccccc2)[C@@H](C(=O)OC)[C@H]1C	6%[12.9 µM]
c1ccc(CCCCN2CCC(c3ccccc3)CC2)cc1	3%

13 entries out of the list, arranged by formula weight, low to high:
SMILES	FBPA Giardia inh
CCN1C(=O)N[C@@H](c2ccccc2)[C@@H](C(=O)OC)[C@H]1C	6%[12.9 µM]
c1ccc(CCCCN2CCC(c3ccccc3)CC2)cc1	3%
COc1cccc(-c2ccc3ncnc(N4CCOCC4)c3c2)c1	4%
CC(=O)NCCNc1ccnc(-c2ccccc2C(F)(F)F)n1	-10%
CN(C)C(=O)c1ccc(-c2cc(NCc3ccccc3)ncn2)cc1	0%
COC(=O)[C@@]1(Cc2ccccc2)C=C[C@@H](C)N1C(=O)c1ccccc1	-10%
Cn1c(=O)c(-c2cccs2)nc2cnc(Oc3ccccc3)nc21	-2%
O=c1c(-c2ccc(F)cc2)nc2cncnc2n1Cc1ccc(F)cc1	10%
C=C1C(=O)OC2CC1C(OC(C)=O)CC(C)=CCCC(C)=CCC[C@@]2(C)O (stereo partly specified)	-1%
COc1c2c(c(C(=O)/C=C/C(C)=C/c3ccccc3)c3c1OCO3)CCN(C)C2	0%
COC(=O)C/C=C/C(C)C(OCc1cccc(Br)c1)C(C)C(OC)C1CCCCC1 (stereo unspecified)	-1%[12.9 µM]
O=C1[C@H]2[C@H]3[C@H](O)[C@H](O)C/C(=N/OCc4ccccc4)[C@H]3CC[C@@H]2C(=O)N1c1cccc(Oc2ccccc2)c1	-1%[12.9 µM]
CC1CCC2C(=O)N3C(CCC(C)[C@@H]3c3ccc(-c4ccco4)cc3)C(=O)N2C1c1cccc(N2CCCC2=O)c1 (stereo partly specified)	-7%[12.9 µM]

Next section:
SMILES	FBPA Giardia inh
COC(=O)[C@@H]1C[C@@H]2CC[C@@H](O)C[C@@H]2N1Cc1ccc(C)s1	-4%
CN(C)c1ncc2nc(-c3cccs3)c(=O)n(C[C@H]3CCCO3)c2n1	1%
COC(=O)c1c(Cl)c(Cl)c(C(=O)OC)c(Cl)c1Cl	7%
CC(C)[C@@H](CC(=O)N[C@@H]1CCCC[C@H]1C(=O)N[C@H](CC(=O)N[C@@H](CCC(=O)O)CC(=O)O)Cc1ccccc1)NC(=O)C[C@H](CO)NC(=O)[C@@H]1CCCC[C@H]1N	-21%
COc1cc2c(cc1-c1cc3cc4ccoc4cc3oc1=O)OCO2	1%
CC(C)(C)NC[C@H](O)COc1cccc2[nH]c(=O)[nH]c12	2%
Ic1ccccc1CNC1C2CCN(CC2)C1C(c1ccccc1)c1ccccc1 (stereo unspecified)	-2%
CN1CC[C@@]2(CCCN(C(=O)c3cccc(F)c3)C2)C1	2%
COC(=O)C1=C(C(=O)OC)[C@@H]2Nc3ccccc3[C@@]23C[C@@H](C(=O)OC)N(C(=O)c2ccco2)C3=N1	4%[12.9 µM]
CN(C)C(=O)[C@]1(C)C[C@H]1[C@H](NC(=O)CNC(=O)[C@@H]1CCCN1C(=O)[C@]1(C)C[C@H]1[C@H](NC(=O)OCc1ccccc1)c1ccccc1)c1ccccc1	0%
OB(O)c1ccc(Br)cc1	6%
CCC1=C2CC[C@H]3C(=O)N(CC)C(=O)[C@H]3[C@H]2[C@@]2(C)C(=NCC(=O)OC)OC(=O)N2C1=O	3%
CCC1CN2CCC1CC2[C@@H](NC(=S)Nc1cc(C(F)(F)F)cc(C(F)(F)F)c1)c1cccc2ccc(OC)cc12 (stereo partly specified)	-5%
COc1ccc(C(OCCN2CCC[C@@H](C(=O)O)C2)(c2ccc(OC)cc2)c2ccc(OC)cc2)cc1	2%
CCOC(=O)OCC1OC(c2ccccc2)C=CC1Oc1cccc(N(C)C)c1 (stereo unspecified)	-5%[12.9 µM]
CCCCC/C=C\C/C=C\CCCCCCCC(=O)NCCO	1%&3%
C[C@]12CCC3C(CC[C@H]4C[C@H](O)CC[C@]34C)C1CC[C@@H]2C(=O)CO (stereo partly specified)	0%
COc1ccc2c(c1)O[C@@H](c1cccc(C(F)(F)F)c1)[C@H](OC(=O)Nc1ccc(C)c(Br)c1)C2=O	2%
C=CCC(C)(O)c1ccccc1 (stereo unspecified)	0%
CC1CCC2[C@](C)(CO)C(O)CC[C@]2(C)C12CCC(CO)(CCO)O2 (stereo partly specified)	5%
COc1cccc([C@@H]2Oc3ccc(OC)cc3C[C@H]2OC(=O)Nc2cc(OC)c(OC)c(OC)c2)c1	3%
c1ncc(-c2ccc3c(c2)OCO3)c(NCCc2cnc[nH]2)n1	-17%
COc1ccc(/C=C/C(=O)c2ccc(O)cc2O)cc1	-2%
COC(=O)C1=C(C(=O)OC)[C@@H]2N(C)c3ccccc3[C@@]23C[C@@H](CO)N=C3N1	7%[12.9 µM]
Oc1ccc2c3c1O[C@H]1c4oc5ccccc5c4C[C@@]4(O)C(C2)N(CC2CC2)CCC314 (stereo partly specified)	3%
CC(=O)OC1CCC23C(=O)OC45CCC(C6=CC(=O)OC6)C4(C)CCC2C5CCC3(O)C1 (stereo unspecified)	4%
COc1ccc2c(c1)O[C@@H](c1cccc(C(F)(F)F)c1)[C@H](OC(=O)NCc1ccc3c(c1)OCO3)C2=O	2%
O=C(c1cc(C(F)(F)F)cc(C(F)(F)F)c1)N1CCC2(CCN(Cc3nccs3)CC2)CC1	7%
CN1CCN(c2ncc3nc(-c4ccccc4)c(=O)n(-c4ccccc4)c3n2)CC1	-6%
C=C[C@](C)(O)CCC1C(=C)CC(OC(C)=O)C2C(C)(C)CCCC12C (stereo partly specified)	-4%
COc1ccccc1CNc1ncnc2ccc(-c3ccccc3OC)cc12	0%
CN(C)Cc1ccccc1-c1cncnc1NCc1cccnc1	-14%
Cc1c(C)c2c(c(C)c1O)CCC(C)(CN1CCN(c3cc(N4CCCC4)nc(N4CCCC4)n3)CC1)O2 (stereo unspecified)	-11%
COc1ccccc1-c1cc(NCc2cccnc2)ncn1	3%
Cc1noc(C)c1C(=O)N1CCC2(CC1)CCN(c1ccncc1)CC2	3%
Oc1c(CN2CCOCC2)cc2c(c1-c1c(O)c(CN3CCOCC3)cc3c1CCCC3)CCCC2	-2%
O=C(Nc1cccc(F)c1)N1CC2(CCN(S(=O)(=O)c3ccccc3)CC2)C1	-1%
COCCn1c(=O)c(C)nc2cnc(N3CCOCC3)nc21	4%
N#Cc1cccc(NC(=O)N2CC3(CCN(C(=O)Oc4ccccc4)CC3)C2)c1	2%
O=C(c1cnccn1)N1CCC[C@@]2(CCN(Cc3nccs3)C2)C1	2%
NC(CSCSCC(N)C(=O)O)C(=O)O (stereo unspecified)	1%
Cc1csc(-c2nc3ccccc3n2C)n1	0%
CCN1C[C@]2(C)CC[C@H](OC)[C@@]34[C@@H]2[C@H](OC(C)=O)[C@]2(OCO[C@@]25C[C@@H](OC)[C@@H]2C[C@@]3(O)[C@H]5[C@@H]2OC)[C@H]14	1%[21.7 µM]
COC(=O)[C@]1(C)CCC[C@]2(C)c3ccc(C(C)C)cc3C(=O)CC12 (stereo partly specified)	-3%
COc1ccccc1-c1ccc2ncnc(NCc3ccccc3)c2c1	1%

These rows are one share of the data, so the mix of outcomes need not match the whole.
